NLRP3 yeast inh – NALP3 inhibition in yeast | Yeast reconstituted NLRP3/ASC/caspase-1, beta-gal luminescence, 24 h | inhibition, % at 10 µM | 330,000 compounds, 0.39% hits | AID 2825;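 active = inhibition of 50% or more; inactive = inhibition below 50%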;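 note: plate controls were induced DMSO wells for no effect and uninduced yeast grown without galactose for full effect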
SENP1 FRET inh – inhibitors of human SENP1 SUMO protease catalytic domain; Q9P0U3; recombinant SENP1 catalytic domain, CyPet-SUMO1-YPet FRET cleavage; inhibition, % at 10 µM; 360,000 compounds, 0.21% hits; AID 624204;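 active = inhibition at least 30% at 10 µM, raw YFP signal under a set limit, fluorescence ratio 0.5 to 1.5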;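 note: 0% = enzyme with DMSO and 100% = no enzyme wells; some results filed as inactive read as strong as hits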
Target sequence (Q9P0U3 419-644 limits assumed): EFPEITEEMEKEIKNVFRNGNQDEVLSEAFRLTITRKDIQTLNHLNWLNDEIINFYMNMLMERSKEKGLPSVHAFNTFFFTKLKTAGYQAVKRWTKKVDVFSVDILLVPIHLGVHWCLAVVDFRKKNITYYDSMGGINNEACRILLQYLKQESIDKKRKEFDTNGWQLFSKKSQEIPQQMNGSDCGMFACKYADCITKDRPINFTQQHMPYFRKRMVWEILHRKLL
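system = hSENP1 catalytic domain, recombinant | reagent = SFCypet-SUMO1-SFYpet substrate at 25 nM | doses = one dose per compound, 10 µM, 0.5% DMSO | incubation = enzyme reaction for 50 min at room temperature, dark | measured by = FRET, CFP and YFP emission | controls = no-enzyme low, enzyme-DMSO high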
hIAP inh – blocks human intestinal alkaline phosphatase. P09923. purified IAP, CDP-Star luminescence, 30 min. inhibition, % at 10 µM. 330,000 compounds, 0.12% hits. AID 2544;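 active = inhibition reaching a set limit with compound at 10 µM in the primary screen, cut at about 35% in these data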;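 note: plate controls were DMSO wells with enzyme for no effect and no-enzyme buffer wells for full effect; values of inactives mirror those of a sister screen read the other way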
mIAP inh – mouse IAP inhibition; inhibition, % at 10 µM; 330,000 compounds, 0.2% hits; purified mouse IAP, CDP-Star luminescence, 30 min;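 active = inhibition of at least 40% at 10 µM in the primary screen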;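 note: plate controls were DMSO with enzyme for no effect and no enzyme wells for full effect; values of inactives mirror those of a sister screen read the other way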
beta cell repl – induces beta-cell replication in MIN6 cells. MIN6 cells proliferation, ATPlite luminescence, 48 h; cells starved in 0.2% serum; 100% = growth in 10% serum. proliferation, % at 10 µM. 330,000 compounds, 0.29% hits;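 active = compounds whose signal lies at least 3.5 SD above the mean of all wells on their plate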;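 note: 0% = DMSO-treated cells in low-serum medium and 100% = 10% serum control; some compounds called inactive have numbers as strong as hits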
hIAP activ – human IAP activation | P09923 | purified human IAP, CDP-Star luminescence, 30 min; active compounds read high; 1 = vehicle-only enzyme, 0 = enzyme-free background | activation factor at 10 µM | 330,000 compounds, 0.16% hits;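 active = activation factor of the enzyme at least 2-fold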; note: the source names both 10 and 20 µM as test concentration; values of inactives mirror those of a sister screen read the other way
APOBEC3G inh – inhibitors of human APOBEC3G DNA deaminase | Q9HC16 | recombinant A3G, ssDNA deamination FAM/TAMRA fluorescence | inhibition, % at 20 µM | 330,000 compounds, 0.28% hits | AID 493012;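 active = inhibition of at least 40% at 20 µM, with no more than 30% in the related APOBEC3A deaminase screen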;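 note: plate controls were DMSO wells with A3G for no effect and wells lacking A3G enzyme for full effect; some compounds called inactive have numbers as strong as hits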
Target sequence (Q9HC16 whole entry, looked up): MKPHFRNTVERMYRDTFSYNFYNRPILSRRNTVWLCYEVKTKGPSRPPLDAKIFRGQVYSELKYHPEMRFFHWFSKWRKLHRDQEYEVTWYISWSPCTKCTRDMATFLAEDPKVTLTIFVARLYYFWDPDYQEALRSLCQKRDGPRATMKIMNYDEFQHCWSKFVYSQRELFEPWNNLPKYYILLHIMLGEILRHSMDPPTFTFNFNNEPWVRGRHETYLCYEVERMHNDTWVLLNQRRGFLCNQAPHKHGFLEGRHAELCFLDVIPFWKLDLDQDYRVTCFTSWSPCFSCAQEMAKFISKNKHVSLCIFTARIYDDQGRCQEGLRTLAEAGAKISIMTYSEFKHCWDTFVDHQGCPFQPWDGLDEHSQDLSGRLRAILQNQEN
mIAP act – mouse IAP activation; 330,000 compounds, 0.24% hits; activation factor at 10 µM; muIAP, CDP-Star luminescence, 30 min; active compounds read high; 1 = vehicle-only enzyme signal, 0 = enzyme-free wells; AID 2805;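 active = activation factor of at least 2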; note: the source names both 10 and 20 µM as test concentration; values of inactives mirror those of a sister screen read the other way
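System: mouse IAP enzyme. Reagent: CDP-Star chemiluminescent phosphatase substrate. Benchmarks: DMSO wells, no-enzyme wells. Times: 30 min enzyme-substrate-compound incubation at room temperature. Detection: luminescence from enzymatic CDP-Star hydrolysis. Doses: test compounds delivered from DMSO solution.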
A3A deaminase – blocks human APOBEC3A ssDNA deamination; P31941; recombinant A3A, FAM/TAMRA ssDNA deamination fluorescence; inhibition, % at 20 µM; 330,000 compounds, 0.41% hits;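 active = at least 40% inhibition at 20 µM here, with at most 30% in a related deaminase screen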;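 note: plate controls were A3A with DMSO for no effect and wells lacking A3A enzyme for full effect; some results filed as inactive read as strong as hits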
Target sequence (P31941 whole entry, looked up): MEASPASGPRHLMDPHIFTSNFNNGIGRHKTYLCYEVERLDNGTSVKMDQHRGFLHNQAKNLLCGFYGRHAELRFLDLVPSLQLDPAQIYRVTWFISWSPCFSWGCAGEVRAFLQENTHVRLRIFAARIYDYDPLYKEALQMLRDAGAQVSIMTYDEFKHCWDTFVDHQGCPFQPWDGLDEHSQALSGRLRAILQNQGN
* marks the source's active call; other numbers are inactive results; & = joins results of further samples.

SMILES	NLRP3 yeast inh	SENP1 FRET inh	hIAP inh	mIAP inh	beta cell repl	hIAP activ	APOBEC3G inh	mIAP act	A3A deaminase
CC(C)C(=O)NCCc1nc(-c2ccc(Cl)cc2)no1	13.4	-1.7	11.7	-0.9	-2.3	0.883	-8.7	1.01	-5.7
O=C(COC(=O)C1CC(=O)N(Cc2ccccc2)C1)Nc1cccc([N+](=O)[O-])c1 (stereo not given)	19.3	1.5	-29.6	-3.3	-2.1	1.3	-3.9	1.03	0.6
Cc1noc(C)c1C(=O)NCc1ccco1	-4.8	0.2	7.2	14.8	0.5	0.928	-7.8	0.852	3.2
CS(=O)(=O)N1CCc2cc(NC(=O)c3ccc(Cl)cc3Cl)ccc21	11.2	1.4	5.6	4.7	-1.0	0.944	-2.1	0.953	5.1
O=C(CCl)NCCN1C(=O)S/C(=C\c2cccnc2)C1=O	19.1	0.5	-10.3	3.9	-4.0	1.1	13.4	0.961	4.0
Oc1cccc2c(NC(=S)Nc3ccc(SC(F)F)cc3)cccc12	41.1	-29.9	-0.6	11.7	-5.4	1.01	-3.4	0.883	-0.1
COc1ccc(CCNC(=O)c2cccc3ccccc23)cc1OC	17.1	1.3	7.2	-1.2	-1.9	0.928	-4.6	1.01	-5.3
COc1ccc(C2C(C(=O)c3ccc(C)o3)=C(O)C(=O)N2CC2CCCO2)cc1OC (stereo not given)	10.0	-3.2	-13.1	3.1	-0.8	1.13	-8.1	0.969	-3.7
Cc1cc(C)nc(SCc2ccc(C(=O)N/N=C/c3ccc(C(=O)O)cc3)cc2)n1	-8.5	1.2	12.7	-1.9	-0.3	0.873	-2.0	1.02	2.7
Cc1ccc(NC(=O)CSCC(=O)OC(C)C(=O)Nc2ccccc2C)cc1 (stereo not given)	20.9	0.4	-2.7	5.6	-0.8	1.03	-3.7	0.944	0.3
COc1ccc(Nc2cc(C)nc3ncnn23)cc1Cl	11.9	29.2*	-29.5	10.5	0.6	1.29	-7.5	0.895	-6.6
CC(NS(=O)(=O)c1ccc([N+](=O)[O-])cc1)C(=O)NN (stereo not given)	6.5	1.7	-7.4	5.1	0.8	1.07	-5.7	0.949	4.9
CCOc1cc(/C=N/NC(=O)CN2CCCCC2)ccc1O	-11.7	-0.1	-21.0	2.0	3.7	1.21	-4.7	0.98	-8.2
Cc1cc(NS(=O)(=O)c2ccc(NC(=O)Cc3cccs3)cc2)no1	-5.2	2.0	-5.3	-2.5	-0.6	1.05	-2.7	1.02	2.8
COc1ccc(C(=O)C2CCCN(C(=O)c3cccnc3OC)C2)cc1F (stereo not given)	-0.6	1.3	3.7	-0.8	2.8	0.963	-10.3	1.01	-4.7

6 of these compounds in another layout:
structure,NLRP3 yeast inh,SENP1 FRET inh,hIAP inh,mIAP inh,beta cell repl,hIAP activ,APOBEC3G inh,mIAP act,A3A deaminase
CC(C)C(=O)NCCc1nc(-c2ccc(Cl)cc2)no1,13.4,-1.7,11.7,-0.9,-2.3,0.883,-8.7,1.01,-5.7
Cc1noc(C)c1C(=O)NCc1ccco1,-4.8,0.2,7.2,14.8,0.5,0.928,-7.8,0.852,3.2
COc1ccc(C(=O)C2CCCN(C(=O)c3cccnc3OC)C2)cc1F (stereo not given),-0.6,1.3,3.7,-0.8,2.8,0.963,-10.3,1.01,-4.7
COc1ccc(Nc2cc(C)nc3ncnn23)cc1Cl,11.9,29.2*,-29.5,10.5,0.6,1.29,-7.5,0.895,-6.6
CS(=O)(=O)N1CCc2cc(NC(=O)c3ccc(Cl)cc3Cl)ccc21,11.2,1.4,5.6,4.7,-1.0,0.944,-2.1,0.953,5.1
O=C(CCl)NCCN1C(=O)S/C(=C\c2cccnc2)C1=O,19.1,0.5,-10.3,3.9,-4.0,1.1,13.4,0.961,4.0

Remaining list, next part:
SMILES	NLRP3 yeast inh	SENP1 FRET inh	hIAP inh	mIAP inh	beta cell repl	hIAP activ	APOBEC3G inh	mIAP act	A3A deaminase
Cc1ccc(C)c(NC(=O)c2sc(Cl)nc2-c2ccccc2)c1	9.5	-0.8	12.1	10.6	-1.5	0.879	-4.8	0.894	-1.9
CCN(CC)S(=O)(=O)c1ccc(C(=O)NC(C)(C)C)cc1	2.1	3.0	8.3	-7.7	0.5	0.917	-3.5	1.08	0.4
CC(C)(C)OC(=O)NCc1ccc(NC(=O)c2nc[nH]c2C(=O)NCCN(CCNC(=O)c2[nH]cnc2C(=O)Nc2ccc(CNC(=O)OC(C)(C)C)cc2)CCNC(=O)c2[nH]cnc2C(=O)Nc2ccc(CNC(=O)OC(C)(C)C)cc2)cc1	12.9	2.2	-60.4	-8.0	-2.2	1.6	-3.1	1.08	-1.3
Cc1cc(C=C2C(=O)c3ccccc3C2=O)c(C)n1-c1cccc(C(=O)O)c1	10.8	-26.0	-41.2	6.3	-0.4	1.41	2.2	0.937	13.4
CN1/C(=C/C=C(C#N)C#N)C(C)(C)c2ccccc21	15.2	-35.3	-0.4	-1.2	-0.6	1	-9.1	1.01	-5.6
O=S(=O)(Cc1cc(-c2ccc(Cl)cc2)no1)c1ccccc1	-11.8	0.3	10.1	4.0	-1.3	0.899	-5.6	0.96	3.3
Cc1nccn1CC1CCc2c(c3ccccc3n2C)C1=O (stereo not given)	8.6&20.1	0.9&0.1	14.6&-25.2	-1.4&-12.8	5.8&0.0	0.854&1.25	-3.6&-5.6	1.01&1.13	-0.2&-2.5
CC(C)(C)NC(=O)Nc1ccccc1C(N)=O	25.2	4.1	-8.8	0.5	-0.5	1.09	-0.7	0.995	3.1
Cc1cc(C)c[n+](CC(=O)c2ccccc2)c1	15.5	0.7	9.5	8.8	0.0	0.905	-4.9	0.912	-6.2
COc1ccc(-n2c(NNC(C)=O)nc3sc4c(c3c2=O)CCCC4)cc1	13.0	2.2	-42.2	-0.4	-2.4	1.42	-1.7	1	-6.0
COc1cccc(NC(=O)Cn2c3ccc(OC)cc3c3nc4n(c(=O)c32)CCS4)c1	0.1	-2.0	-26.3	-7.2	-2.7	1.26	-2.2	1.07	-2.3
N#Cc1cc(Sc2ccccn2)c([N+](=O)[O-])cc1C#N	4.6	-36.2	-14.2	10.4	-2.4	1.14	-25.3	0.896	-33.7
COc1ccc(CC(=O)OCC(=O)N2N=C(c3ccccc3)CC2c2ccc(OC)cc2)cc1 (stereo not given)	15.2	-1.8	-6.7	12.9	0.0	1.07	-4.4	0.871	2.0
CC(C)N=c1cc2n(-c3ccc(Cl)cc3)c3ccccc3nc-2cc1Nc1ccc(Cl)cc1	56.0*	-31.4	38.8*	34.6	-7.7	0.612	-0.9	0.654	-3.0
O=C(Nc1nnc(-c2ccccc2)s1)c1ccccc1O	9.3	-2.5	-18.9	13.2	-4.2	1.19	-3.5	0.868	1.6
CC(=O)Nc1ccc(NC(=O)c2ccc(COc3ccccc3Br)o2)cc1	2.9	-1.6	13.0	-1.1	-2.0	0.87	-8.0	1.01	-2.7
COc1ccc(/C(O)=C2/C(=O)C(=O)N(CC3CCCO3)C2c2ccc(O)c(OC)c2)cc1 (stereo not given)	0.6	-0.1	5.3	-1.1	2.0	0.947	-1.9	1.01	-2.0
CCCCOc1ccccc1C1NC(=O)CCC1[N+](=O)[O-] (stereo not given)	-5.3	2.0	2.8	-4.3	2.0	0.972	-1.2	1.04	-0.1
Cc1cc(C)n(CC(=O)N/N=C/c2ccc([N+](=O)[O-])s2)n1	26.6	0.4	7.1	14.2	-5.6	0.929	-5.6	0.858	-2.0
CCOC(=O)c1c(-c2ccc(C)s2)csc1NC(=O)c1cccs1	-4.6	-8.8	-10.1	10.4	-0.2	1.1	2.9	0.896	0.5
CCOC(=O)Cn1c(=O)n(Cc2ccc(OC)cc2)c(=O)c2cccnc21	12.8	-0.1	-11.8	5.7	-2.8	1.12	-5.0	0.943	-2.5
CC1(C)NC(=O)N(CCCOc2ccccc2Br)C1=O	8.5	4.8	3.6	-7.3	-0.2	0.964	-5.1	1.07	-2.4
Cc1ccc(N(CC(=O)NCc2ccco2)C(=O)CNS(=O)(=O)c2ccc(F)cc2)c(C)c1	-13.5	0.0	-25.4	-1.5	-0.3	1.25	5.7	1.01	-7.5
CC(=O)Nc1ccc(N2C(C(C)=O)=NN(c3ccccc3)C2c2cccs2)cc1 (stereo not given)	1.7	-40.9	1.8	-3.3	-1.1	0.982	-7.0	1.03	-4.3
CC1=C[C@@H](C)[C@@H](c2ccc(C(F)(F)F)cc2)OC1=O	23.2	-0.1	0.5	-0.9	-1.3	0.995	-1.9	1.01	-1.1
O=c1c2c(nc3c(-c4cccc5ccccc45)c[nH]n13)CCC2	-3.0	-9.4	-5.6	15.7	-2.8	1.06	-1.2	0.843	2.6
CCOCCCNc1nc2c(c(=O)n(C)c(=O)n2C)n1CCCc1ccccc1	13.9	-18.1	-5.5	2.3	4.5	1.05	0.3	0.977	-2.7
O=[N+]([O-])c1cccc(/C=N/Nc2nc(N3CCCCC3)nc(N3CCCCC3)n2)c1	21.1	0.3	4.7	10.3	-4.9	0.953	-6.8	0.897	-0.6
CCCn1c(=O)[nH]c(=O)c2c(C(F)(F)F)cc(-c3ccc(C)cc3)nc21	8.3	1.3	-0.8	20.2	-3.1	1.01	-3.5	0.798	0.8
O=C(c1ccccc1)N(NC(=O)C(O)(c1ccccc1)c1ccccc1)c1cccc(F)c1	-10.6	2.6	10.9	12.0	5.0	0.891	-5.7	0.88	-5.2
COc1ccc(CCn2c(NN=C3CCCC3)nc3c2c(=O)[nH]c(=O)n3C)cc1	18.6	3.0	11.7	10.7	-0.3	0.883	-4.9	0.893	-1.8
CCOc1cc(S(=O)(=O)NCCCN2CCOCC2)c(C)cc1C	6.3	1.1	4.2	8.4	-0.1	0.958	-3.5	0.916	-4.1
O=C(CN1CCC(O)CC1)N1c2ccccc2C=Cc2ccccc21	4.9	-3.9	24.8	-2.2	-1.1	0.752	-4.2	1.02	-2.8
CC(C)(C)n1cnc2cc(NC(=O)c3cccs3)ccc21	56.8*	1.6	-8.5	-14.2	-3.8	1.08	-12.1	1.14	1.8
O=C(c1ccc(O)cc1)c1ccc(C(=O)O)c(C(=O)O)c1	-1.2	1.2	6.0	-1.5	-5.4	0.94	-3.7	1.01	9.6
CC(C)N(C)S(=O)(=O)c1ccc(NC(=O)C2=COCCO2)cc1	10.9	1.1	-6.0	5.5	6.9	1.06	-3.3	0.945	-3.7
O=C(c1ccc2c(c1)OCO2)N(c1ccc(Br)cc1)C1C=CS(=O)(=O)C1 (stereo not given)	12.7	2.3	-0.6	-3.9	-2.4	1.01	-4.5	1.04	1.8
CCOC(=O)C(C)Sc1nnc(-c2c[nH]c3ccccc23)n1C (stereo not given)	16.4	2.6	-0.1	-4.5	1.1	1	-6.1	1.04	-3.7

Some of the compounds tested (hit frequency here may not be typical).
